G9a block: qHTS Assay for Inhibitors of Histone Lysine Methyltransferase G9a. Histone-lysine N-methyltransferase EHMT2 (Homo sapiens), Q96KQ7. G9a H3K9 monomethylation, AlphaScreen, 2 h. Potency, µM (series often up to 102 µM), inactives show top-dose activity, negative = inhibition, most hits filed as inhibitors. 350,000 compounds, 8.8% hits. AID 504332, 2011; active = well fitted inhibition curve with a large enough effect; inconclusive = small, poorly fitted or top-dose-only effect; inactive = no such curve, though single readings can be large or run the other way; also: nearly all actives have a fitted effect of over 75% in size
Target sequence (Q96KQ7 913-1193 limits assumed): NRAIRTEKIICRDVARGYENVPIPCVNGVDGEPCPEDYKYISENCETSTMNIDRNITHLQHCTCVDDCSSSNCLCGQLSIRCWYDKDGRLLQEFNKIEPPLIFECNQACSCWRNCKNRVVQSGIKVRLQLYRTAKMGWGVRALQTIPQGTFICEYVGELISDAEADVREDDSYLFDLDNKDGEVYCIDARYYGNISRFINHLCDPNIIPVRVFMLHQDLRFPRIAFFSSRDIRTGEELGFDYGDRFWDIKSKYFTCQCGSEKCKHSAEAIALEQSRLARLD
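Methyltransferase reactions run at room temperature for 2 h (20 nM enzyme, 500 nM biotin-H3K9 peptide, 20 uM SAM) after a 15 min compound preincubation; product detected by AlphaScreen beads and anti-H3K9me1 antibody.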
* marks the source's active call; other numbers are inactive results; ? = inconclusive; [ ] = remark or other dose. % is scaled to controls: 0 for no effect and ±100 for the full control effect; potency is read from the fitted curve at half-maximal effect. Some of the compounds tested; the hit share may differ from the screen's.

SMILES	G9a block
CC(=O)OC1CCC2(C)C(=CC=C3C2CCC2(C)C3CCC2C(C)/C=C/C(C)C(C)C)C1(C)C (stereo not drawn)	1%[2.33 µM]
CN1CCN(c2ncc3nc(-c4cc(F)cc(F)c4)c(=O)n(CCC#N)c3n2)CC1	4%[0.501 µM]
COc1ccccc1CNc1ccnc(-c2ccccc2Cl)n1	9%[0.501 µM]
COC(=O)/C=C/c1ccc(C(=O)NCC(=O)N[C@@H](CCC(=O)OC)C(=O)N[C@@H](CC(C)C)C(N)=O)cc1	26%[59 µM]
Cn1cccc1C(=O)N1CCC2(CC1)CN(c1ccncc1)C2	39%[12.7 µM]
COCCn1c(=O)c(-c2ccc(OC)cc2)nc2cnc(Nc3ccccc3)nc21	-1%[12.7 µM]
O=c1c(-c2cccs2)nc2cnc(N3CCOCC3)nc2n1Cc1ccc(F)cc1	0%[0.501 µM]
CC1=C2C(=COC(C)C2C)C(=O)C(C(=O)O)=C1O (stereo not drawn)	?
COc1cc(N)c(Cl)cc1C(=O)OCCCN1CCCCC1	31%[59 µM]
Cc1ccccc1-c1cncnc1Nc1ccccc1	4%[0.501 µM]
CN1CCN(c2ncc3nc(-c4cc(F)cc(F)c4)c(=O)n(C4CC4)c3n2)CC1	4%[0.501 µM]
COc1ccccc1-c1cc(NCc2cnc(C)cn2)ncn1	?
COc1ccccc1CN1CCC2(CC1)CCN(S(=O)(=O)c1ccccc1)CC2	-3%[12.7 µM]
C=C1C(=O)C23C(O)C1CCC2[C@]12COC3(O)C(O)C1C(C)(C)CC[C@H]2O (stereo partly drawn)	-11%[2.33 µM]
O=C(c1cccc(F)c1)N1CCC2(CC1)CCN(c1cccc(-c3ccccc3)c1)CC2	-12%[12.7 µM]
O=C(c1ccco1)N1CCC2(CCCN(c3cccc(-c4ccccc4)c3)C2)CC1	7%[12.7 µM]
N#Cc1cccc(-c2nccc(-n3ccnc3)n2)c1	?
CC1(C(=O)O)NCCc2cc(O)c(O)cc21 (stereo not drawn)	18µM*
CS(=O)(=O)N1CCC2(CCN(Cc3ccncc3)CC2)CC1	-3%[12.7 µM]
COc1ccc(C(=O)N2CCC3(CCCN(Cc4ccncc4)C3)CC2)cc1	-15%[12.7 µM]
c1ncc(CC2CCNCC2)[nH]1	7%[59 µM]
O=c1c(-c2ccccc2)nc2cncnc2n1Cc1ccccc1Cl	-35%[12.7 µM]
COCCn1c(=O)c(-c2cc(F)cc(F)c2)nc2cnc(Oc3ccc(OC)cc3)nc21	-10%[12.7 µM]
Cc1nc2cnc(N3CCOCC3)nc2n(CCc2ccccc2)c1=O	5%[0.501 µM]
O=S(=O)(c1ccc(N2CCN(Cc3ccc4c(c3)OCO4)CC2)nc1)N1CCOCC1	-49%
Cc1ccccc1-c1cncnc1NCc1cccs1	13%[0.501 µM]
O=C(c1csnn1)N1CCC2(CCCN(Cc3cc(C(F)(F)F)cc(C(F)(F)F)c3)C2)CC1	-9%[12.7 µM]
Cc1cccc(CNc2ncncc2-c2ccccc2Cl)c1	-40%[0.501 µM]
O=S(=O)(c1ccccc1)N1CCC2(CC1)CN(Cc1nccs1)C2	-3%[12.7 µM]
COc1ccc(-c2nc3cnc(OC)nc3n(Cc3ccc(F)cc3)c2=O)cc1	8%[12.7 µM]
CS(=O)(=O)N1CCC2(CCCN(c3ncccn3)C2)CC1	3%[12.7 µM]
CCCCC/C=C\C\C=C/C=C/C=C/[C@@H](SC[C@H](N)C(=O)NCC(=O)O)[C@@H](O)CCCC(=O)O	28%[59 µM]
c1cn(-c2cc(-c3ccc4c(c3)OCO4)ncn2)cn1	-24%[0.501 µM]
O=C(c1cccc(F)c1)N1CCC2(CCN(Cc3ccncc3)CC2)CC1	3%[12.7 µM]
CCNc1ncc2nc(-c3ccccc3)c(=O)n(-c3ccc(OC)cc3)c2n1	4%[12.7 µM]
N#Cc1ccc(CN2CCC3(CCNCC3)CC2)cc1	-1%[12.7 µM]
CC(=O)O[C@@H]1C(=O)[C@@]2(C)[C@H](O)C[C@H]3OC[C@]3(OC(C)=O)[C@@H]2[C@H](OC(=O)c2ccccc2)[C@@]2(O)C[C@H](OC(=O)[C@@H](O)[C@@H](NC(=O)c3ccccc3)c3ccccc3)C(C)=C1C2(C)C (stereo in doubt)	16%[21.5 µM]
COCC(=O)N1CCC2(CC1)CCN(C(c1ccccc1)c1ccccc1)CC2	8%[12.7 µM]
COc1ncc2nc(-c3ccc(F)cc3)c(=O)n(C)c2n1	12%[0.501 µM]
COc1ccc(CNc2cc(-c3ccccc3Cl)ncn2)c(OC)c1	6%[0.501 µM]
NC1(C(=O)O)CCc2cc(P(=O)(O)O)ccc21 (stereo not drawn)	-2%[59 µM]
Cn1cccc1C(=O)N1CCC[C@@]2(CCN(Cc3cc(C(F)(F)F)cc(C(F)(F)F)c3)C2)C1	-3%[12.7 µM]
CN[C@H]1[C@@H](O[C@@H]2[C@H](O[C@@H]3[C@@H](O)[C@@H](O)[C@@H](N=C(N)N)[C@@H](O)[C@@H]3N=C(N)N)O[C@H](C)[C@@]2(O)C=O)O[C@@H](CO)[C@@H](O)[C@H]1O	-1%[21.5 µM]
CC(C)CC(=O)N[C@H](C(=O)N[C@H](C(=O)N[C@@H](CC(C)C)[C@H](O)CC(=O)N[C@@H](C)C(=O)N[C@@H](CC(C)C)[C@H](O)CC(=O)O)C(C)C)C(C)C	10%[21.5 µM]
Cc1cccc(C2=N[C@@H](CC(C)C)CO2)c1	?
N#Cc1cccc(NC(=O)N2CCC3(CC2)CCN(C(=O)c2cnccn2)CC3)c1	5%[12.7 µM]
COc1ccc(Oc2ncc3nc(-c4ccc(F)cc4)c(=O)n(CCC#N)c3n2)cc1	-1%[0.501 µM]
FC(F)(F)c1ccccc1-c1ccc2ncnc(NCCN3CCOCC3)c2c1	-42%[0.501 µM]
CC(C)(C)c1cc(O)c(C(C)(C)C)cc1O	?
COc1ccc(C(=O)N2CCC3(CCN(Cc4cc(C(F)(F)F)cc(C(F)(F)F)c4)CC3)CC2)cc1	-5%[12.7 µM]

The results go on:
SMILES	G9a block
CC(=O)N1CCC[C@@]2(CCN(C(=O)Nc3ccccc3)C2)C1	-2%[12.7 µM]
COc1c(O)cc(O)cc1O	-28%[2.33 µM]
O[C@@](CCN1CCCCC1)(c1ccccc1)C1CCCCC1	23%[21.5 µM]
O=c1c(-c2cc(F)cc(F)c2)nc2cncnc2n1Cc1ccccc1	1%[0.501 µM]
COc1ccc2c(c1)OC/C(=C\c1ccc(OC)c(O)c1)C2=O	?
CN(Cc1ccco1)c1ncncc1-c1ccoc1	-2%[0.501 µM]
Cc1cnc(CNc2ncnc3ccc(-c4ccc(N(C)C)cc4)cc23)cn1	-7%[0.501 µM]
O=S(=O)(c1ccccc1)N1CCC2(CCN(c3ccc(-c4ccccc4)cc3)CC2)CC1	-5%[12.7 µM]
C[C@@]12C=CC(=O)C=C1CC[C@@H]1[C@@H]2[C@H](O)C[C@]2(C)[C@@H]1CC[C@]2(O)C(=O)CO	19%[21.5 µM]
O=C(O)[C@@H]1CCCNC1	30%[21.5 µM]
O=c1oc2c(CN3CCCCCC3)c(O)ccc2cc1-c1nc2ccccc2[nH]1	15%[59 µM]
CCC(=O)OCC(=O)C1(OC(=O)CC)C(C)CC2C3C(Cl)CC4=CC(=O)C=C[C@@]4(C)C3C(O)C[C@@]21C (stereo partly drawn)	-23%[2.33 µM]
Cc1cnc(CNc2ccnc(-c3ccoc3)n2)cn1	-4%[0.501 µM]
CCNc1ncc2nc(-c3cn(C)c4ccccc34)c(=O)n(Cc3cccc(OC)c3)c2n1	-36%[0.501 µM]
Cc1noc(C)c1-c1nccc(N(C)Cc2ccco2)n1	12%[0.501 µM]
CN(C)c1ccc(-c2cncnc2NCCN2CCOCC2)cc1	-2%[0.501 µM]
COc1ccccc1CNc1ccnc(-c2cccnc2)n1	-43%[0.501 µM]
CC(=O)OC1C[C@]2(C)[C@@H](CC(O)C3[C@]4(C)CCC(O)C(C)[C@@H]4CC[C@]32C)/C1=C(/CCC=C(C)C)C(=O)O (stereo partly drawn)	2%[2.33 µM]
CCC(C)C(=O)OC1C2CC3=C4CC(=O)OC(c5ccoc5)[C@]4(C)CCC3[C@@](C)(C2=O)C(CC(=O)OC)C1(C)C (stereo partly drawn)	-35%[2.33 µM]
O=c1c(CCc2ccccc2)nc2cncnc2n1Cc1ccc(F)cc1	12%[0.501 µM]
CC(C)NC(=O)N1CCCC2(CCN(C(=O)c3cc(C(F)(F)F)cc(C(F)(F)F)c3)CC2)C1	5%[12.7 µM]
CC1(C)CCC[C@@](C)([C@H]2CC[C@]3(C)[C@@H]2[C@H](O)C[C@@H]2[C@@]4(C)CC[C@H](O)C(C)(C)[C@@H]4[C@@H](O)C[C@]23C)O1	15%[59 µM]
COc1cccc(Cn2c(=O)c(-c3cccc(F)c3)nc3cncnc32)c1	2%[12.7 µM]
FC(F)(F)c1cc(CN2CC[C@@]3(CCCNC3)C2)cc(C(F)(F)F)c1	0%[12.7 µM]
COc1cccc(Cn2c(=O)c(CCc3ccccc3)nc3cnc(N4CCOCC4)nc32)c1	-10%[0.501 µM]
c1ccc(Oc2nc(NC3CCCCC3)c3[nH]cnc3n2)cc1	-23%[59 µM]
O=C(O)[C@@H]1CN[C@@H](C(=O)O)C1	27%[59 µM]
O=C(c1ccncc1)N1CCC[C@@]2(CCN(c3cccc(-c4ccccc4)c3)C2)C1	-15%[12.7 µM]
Cn1c(SCCC#N)nnc1-c1ccc(F)cc1	-1%
CN1CCCC2(CCN(C(=O)c3cccc(F)c3)CC2)C1	4%[12.7 µM]
CC(=O)OCC(=O)[C@@]1(O)CCC2C3CCC4=CC(=O)CC[C@]4(C)C3C(O)C[C@]21C (stereo partly drawn)	-4%[2.33 µM]
Cc1cccc(C2=N[C@@H](Cc3ccccc3)CO2)c1	6%
N#CCCn1c(=O)c(-c2ccc(Cl)cc2)nc2cnc(Oc3ccccc3)nc21	2%[0.501 µM]
COc1ccc(NC(=O)N2CC3(CCN(C(=O)c4ccncc4)CC3)C2)cc1	-2%[12.7 µM]
O=c1c(-c2ccc(Cl)cc2)nc2cnc(Nc3ccccc3)nc2n1C[C@H]1CCCO1	-2%[0.501 µM]
COC(=O)c1c(C)c2c(c(C)c1O)OC(=O)c1c(C)c(Cl)c(O)c(Cl)c1O2	-49%[2.33 µM]
O=C(c1ccco1)N1CCC2(CC1)CN(c1ncccn1)C2	7%[12.7 µM]
CN(C)c1ncc2nc(CCc3ccccc3)c(=O)n(Cc3cccs3)c2n1	9%[0.501 µM]
C=C1C2CC[C@@]3(C)C(c4ccoc4)OC(=O)C[C@@]13OC1CC(=O)C(C)(C)C(CC(=O)OC)[C@]12C (stereo partly drawn)	-34%[2.33 µM]
CCCCC/C=C\C/C=C\C/C=C\CCCCCCC(=O)O	-4%[59 µM]
CN1CCN(c2ncnc3ccc(-c4ccccc4C(F)(F)F)cc23)CC1	-4%[0.501 µM]
COc1ccc(Oc2ncc3nc(C)c(=O)n(C)c3n2)cc1	-3%[12.7 µM]
NCC1O[C@@H](OC2C(N)CC(N)C(O)C2O[C@@H]2OC(CO)C(O)C2O)C(N)C(O)C1O (stereo partly drawn)	-36%[2.33 µM]
COCCn1c(=O)c(CCc2ccccc2)nc2cnc(Nc3ccccc3)nc21	10%[0.501 µM]
O=C(Nc1cccc(F)c1)N1CC[C@@]2(CCCNC2)C1	-15%[12.7 µM]
C[C@@H]1CC[C@]2(C(=O)O)CC[C@]3(C)C(=CCC4[C@@]5(C)C[C@@H](O)[C@H](O)[C@@](C)(CO)C5[C@H](O)C[C@]43C)C2[C@H]1C (stereo partly drawn)	-3%[59 µM]

Assay outcomes as filed in PubChem.
